pAkt inh = HTS Assay for Inhibitors of Akt Phophorylation: Primary Screen; AID 651550, 2012; actives 0.32% (n = 360,000); Neuro2A IGF-stimulated pAkt S473 HTRF, 20 min; stronger effect = lower value; activity change, % for hits at 50 µM; in the data active = activity change below about -80%; inconclusive = mostly about -51% to -80%; note: % is set by controls: 0 for no effect and ±100 for the full control effect
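Neuro2A cells (4,500/well, DMEM with 0.5% FBS) were treated with compound at a single 50 µM final concentration, stimulated with 6 nM IGF for 20 min at 37 °C, and lysed. Phospho-Akt Ser473 was read by HTRF as 665/615 ratio ×10^4.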
Nrf2 ARE act = qHTS of Nrf2 Activators | Potency, µM (series often up to 46.1 µM), inactives show at the highest dose activation, actives largely listed as activators | AREc32 ARE-luciferase reporter (MCF7-derived line), luminescence, 24 h | actives 0.31% (n = 410,000); note: potency is the fitted concentration of half-maximal effect; % of control where 0% means no effect; nearly all actives have a fitted effect of over 65% in size
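Luminescent ARE reporter assay in AREc32_Fluc cells: overnight plating at 37 deg C, 24 hr compound incubation, Steady-Glo added, 30 min RT before reading.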
EPAC2 ag = qHTS for Agonist of cAMP-regulated guanine nucleotide exchange factor 4 (EPAC2): primary screen; EPAC2 activation, biochemical qHTS; response scale: 100% = 6.5 mM cAMP response; AID 720711, 2013; actives 0.079% (n = 360,000); Rap guanine nucleotide exchange factor 4 (Homo sapiens), Q8WZA2; Potency, µM (series often up to 154 µM), inactives show top-dose activation, hits mostly activators; note: potency is the fitted concentration of half-maximal effect; nearly all actives have a fitted effect of over 50% in size
Target sequence (Q8WZA2 whole entry, looked up): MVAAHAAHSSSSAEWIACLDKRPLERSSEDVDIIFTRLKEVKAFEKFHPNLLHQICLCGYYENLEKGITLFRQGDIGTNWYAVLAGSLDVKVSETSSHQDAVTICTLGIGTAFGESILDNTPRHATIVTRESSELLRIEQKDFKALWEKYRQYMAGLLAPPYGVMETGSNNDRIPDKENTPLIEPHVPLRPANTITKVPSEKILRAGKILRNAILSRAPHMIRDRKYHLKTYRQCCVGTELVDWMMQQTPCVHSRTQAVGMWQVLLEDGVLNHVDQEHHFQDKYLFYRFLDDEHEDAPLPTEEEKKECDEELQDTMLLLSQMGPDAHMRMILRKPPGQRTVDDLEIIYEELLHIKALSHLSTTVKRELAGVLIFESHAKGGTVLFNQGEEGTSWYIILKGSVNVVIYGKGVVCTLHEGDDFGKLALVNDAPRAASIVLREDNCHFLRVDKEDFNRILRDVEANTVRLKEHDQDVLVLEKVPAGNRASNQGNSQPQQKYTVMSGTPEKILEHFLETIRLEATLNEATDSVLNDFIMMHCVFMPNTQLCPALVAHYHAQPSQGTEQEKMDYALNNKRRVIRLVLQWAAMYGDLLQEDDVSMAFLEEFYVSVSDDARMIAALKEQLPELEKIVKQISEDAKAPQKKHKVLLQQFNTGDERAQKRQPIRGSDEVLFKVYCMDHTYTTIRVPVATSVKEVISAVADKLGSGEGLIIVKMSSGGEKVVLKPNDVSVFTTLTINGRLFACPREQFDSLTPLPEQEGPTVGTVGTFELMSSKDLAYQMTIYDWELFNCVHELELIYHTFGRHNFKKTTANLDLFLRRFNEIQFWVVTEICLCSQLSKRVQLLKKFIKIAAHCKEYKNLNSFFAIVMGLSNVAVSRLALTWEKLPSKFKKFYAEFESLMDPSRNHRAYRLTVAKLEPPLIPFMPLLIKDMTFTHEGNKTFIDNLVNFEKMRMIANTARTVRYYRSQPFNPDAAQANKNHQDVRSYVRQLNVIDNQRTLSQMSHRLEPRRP
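Exchange assay: 100 nM EPAC2 with 250 nM Rap1B-BODIPY-GDP and 50 uM GDP. Fluorescence (ex 480/em 540 nm) read every 5 min for 30 min at room temperature. Data normalized to 6.5 mM cAMP as agonist control.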
CCT modulator = High-Throughput Screening for Modulators of Cytosolic Chaperonin Activity | purified chaperonin ATPase assay, HTRF ADP detection, 30 min | activity change, % (concentration not given with the values), hits read low | actives 0.3% (n = 360,000) | AID 651819, 2012; in the data active = activity change below about -30%; note: % is set by controls: 0 for no effect and ±100 for the full control effect
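TRiC at 40 or 20 nM final (batch-dependent) in 30 mM Tris pH 7.4, 100 mM KCl, 5 mM MgCl2, 1 mM DTT, with compound at single 76 uM and 10 uM ATP, 30 min at 37 deg C. ADP detected by HTRF Transcreener, 665/615 ratio.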
MmCpn inh = Inhibitors of TCP-1 ring complex (TRiC) of Methanococcus maripaludis (MmCpn): qHTS; Chaperonin Mm-Cpn (Methanococcus maripaludis); purified Mm-Cpn ATPase, ADP Transcreener TR-FRET; Potency, µM (doses to about 76.9 µM), for inactives: at the top dose activity, negative = inhibition, most hits filed as inhibitors; actives 0.031% (n = 330,000); note: potency is the fitted concentration of half-maximal effect; % is set by controls: 0 for no effect and ±100 for the full control effect; nearly all actives have a fitted effect of over 80% in size
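Reaction buffer contained 30 mM Tris pH 7.4, 100 mM KCl, 5 mM MgCl2 and 1 mM DTT. Mm-CPN (25 nM final) hydrolysed 10 uM ATP over 30 min at 37°C; ADP was read by HTRF.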
A549 viability = Nrf2 qHTS screen for inhibitors: counterscreen for cytotoxicity | A549 ARE-Fluc cells, CellTiter-Fluor viability, 18-24 h | Potency, µM (top dose mostly 46 µM), for inactives: at the highest dose activity change, negative = cytotoxicity, most hits filed as inhibitors | actives 0.16% (n = 390,000) | AID 504648, 2011; note: potency is the fitted concentration of half-maximal effect; % is set by controls: 0 for no effect and ±100 for the full control effect
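Cytotoxicity counterscreen: CellTiter-Fluor fluorescence was measured in A549 ARE_Fluc cells after 18-24 h of compound exposure in a concentration series. The subsequent BugLite luminescent read reports ARE-luciferase activity.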
TGFb SMAD3 inh = qHTS for Inhibitors of TGF-b; HepG2 CAGA-GFP TGF-b/SMAD3 reporter, GFP fluorescence, 18 h; TGF-beta stimulated, 500 pg/mL final; Potency, µM (doses to about 46.1 µM), for inactives: top-dose activity, negative = inhibition, actives largely listed as inhibitors; AID 588855, 2011; actives 1.2% (n = 410,000); note: potency is the fitted concentration of half-maximal effect; % is set by controls: 0 for no effect and ±100 for the full control effect; nearly all actives have a fitted effect of over 65% in size
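Read-out: total well GFP (ex488/em500-530) summed from mean per-cell fluorescence. Cells: HEPG2 CAGA-GFP, 1% FBS DMEM, 18 h at 37 degrees C with 500 pg/mL final TGF-beta. Unstimulated wells served as the full-inhibition control; stimulated DMSO wells = 0%.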
Nrf2 inh = Nrf2 qHTS screen for inhibitors; A549 ARE-Fluc reporter, luciferase luminescence, 18-24 h; AID 504444, 2011; Potency, µM (highest dose often 46 µM), for the others: at the highest dose activity change, negative = inhibition, actives largely listed as inhibitors; actives 2.1% (n = 360,000); note: potency is the fitted concentration of half-maximal effect; % is set by controls: 0 for no effect and ±100 for the full control effect; nearly all actives have a fitted effect of over 60% in size
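A549 ARE_Fluc cells (5000/well, 5% FBS OPTI-MEM) pre-incubated 2 h, then treated with compounds 18-24 h at 37C/5% CO2 in concentration-response. CellTiter-Fluor viability read first; BugLite luciferase luminescence after 15 min at room temperature gives Nrf2 activity.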
EPAC2 antagonist = qHTS for Antagonist of cAMP-regulated guanine nucleotide exchange factor 2 (EPAC2): primary screen; Rap guanine nucleotide exchange factor 4 (Homo sapiens), Q8WZA2; EPAC2 GEF exchange of Rap1B-BODIPY-GDP, fluorescence; Potency, µM (series often up to 114 µM), for inactives: at the highest dose activity, negative = inhibition, hits mostly inhibitors; actives 0.18% (n = 360,000); AID 720708, 2013; note: potency is the fitted concentration of half-maximal effect; % is set by controls: 0 for no effect and ±100 for the full control effect; nearly all actives have a fitted effect of over 45% in size; many of its hits are not listed in these tables
Starred values were filed as active, the others as inactive; [ ] = another dose, or the depositor's remark. Unless noted, calls come from the whole dose curve; as a rule, active = well fitted curve in the direction sought with a large enough effect; inconclusive = small, poorly fitted or top-dose-only effect, or another doubt; inactive = no such curve, though single readings can be large; an effect the other way counts as inactive or inconclusive. The list is partial; the hit share may differ from the screen's.

Screening CCOC(=O)[C@]12CCCC=C1N(Cc1ccc3c(c1)OCO3)C(=O)[C@H](CC(=O)N1CCCC1)C2 returned pAkt inh inactive, Nrf2 ARE act -1.2%, EPAC2 ag -2%, CCT modulator 0.2 and EPAC2 antagonist -4%.
C=CCOC(=O)CCC(=O)Nc1cccc2ccccc12 was read as pAkt inh inactive, Nrf2 ARE act 0.4%, EPAC2 ag 1%, CCT modulator -2.3, MmCpn inh 1%, A549 viability 1%, TGFb SMAD3 inh 12% and EPAC2 antagonist 7%.
COc1ccc(/C=N/NC(=O)c2ccccc2OCc2ccccc2)c(OC)c1 was read as pAkt inh inactive, Nrf2 ARE act 5.5%, EPAC2 ag 11%, CCT modulator -0.6, MmCpn inh 0%, A549 viability -2%, TGFb SMAD3 inh inconclusive, Nrf2 inh 3% and EPAC2 antagonist -2%.
`O=C(NCCN1CCOCC1)c1cc(-c2ccco2)on1` gave pAkt inh inactive, Nrf2 ARE act 6.7%, EPAC2 ag 1%, CCT modulator -2.1, MmCpn inh 2%, A549 viability -2%, TGFb SMAD3 inh -27%, Nrf2 inh 25% and EPAC2 antagonist 9%.
CCOc1ccc(C2C(C(=O)OC)=CN(C(C)c3ccccc3)C=C2C(=O)OC)cc1 (configuration not stated) was read as pAkt inh inactive, Nrf2 ARE act 5.0%, EPAC2 ag 10%, CCT modulator -1.1, MmCpn inh -4%, A549 viability 5%, TGFb SMAD3 inh -30%, Nrf2 inh inconclusive and EPAC2 antagonist -15%.
C=CCn1c(C)cc(C(=O)CSc2nnc(C3CC3)n2C2CC2)c1C was read as pAkt inh inactive, Nrf2 ARE act 0.4%, EPAC2 ag -5%, CCT modulator 0.8, MmCpn inh 0%, A549 viability -9%, TGFb SMAD3 inh 8%, Nrf2 inh -12% and EPAC2 antagonist -7%.
Screening Cc1cc(NC(=O)CSc2nc(N)c(NC(=O)c3ccco3)c(=O)[nH]2)no1 returned pAkt inh inactive, Nrf2 ARE act -0.1%, EPAC2 ag 1%, CCT modulator -2.3, MmCpn inh 3%, A549 viability 1%, TGFb SMAD3 inh -3%, Nrf2 inh 11% and EPAC2 antagonist 3%.
For O=C(/C=C/Nc1ccc(F)cc1F)c1cccs1 the results were pAkt inh inactive, Nrf2 ARE act inconclusive, EPAC2 ag -15%, CCT modulator 0.4, MmCpn inh -8%, A549 viability -4%, TGFb SMAD3 inh 4%, Nrf2 inh inconclusive and EPAC2 antagonist -2%.
For O=C1OCC2=C1C(c1ccc(F)cc1)c1cc3c(cc1N2)OCCO3 (configuration not stated) the results were pAkt inh inactive, Nrf2 ARE act 0.6%, EPAC2 ag 8%, CCT modulator -1.8, MmCpn inh -2%, A549 viability inconclusive, TGFb SMAD3 inh inconclusive, Nrf2 inh 14% and EPAC2 antagonist 2%.
For CCN(C(=O)CSc1nc(-c2ccccc2)cn1N)c1c(N)n(Cc2ccccc2)c(=O)[nH]c1=O the results were pAkt inh inactive, Nrf2 ARE act 0.5%, EPAC2 ag 2%, CCT modulator -2.1, MmCpn inh -1%, A549 viability 15%, TGFb SMAD3 inh 5%, Nrf2 inh 6% and EPAC2 antagonist -6%.
COc1ccc(OC)c(C2C(C(=O)Nc3cccnc3)=C(C)NC3=C2C(=O)CCC3)c1 (configuration not stated) was read as pAkt inh inactive, Nrf2 ARE act -0.4%, EPAC2 ag -2%, CCT modulator -0.1, MmCpn inh -1%, A549 viability -12%, TGFb SMAD3 inh -17%, Nrf2 inh -1% and EPAC2 antagonist 4%[57.1 µM].
Screening Cc1ccccc1Nc1nc(N)nc(COC(=O)C2CCCCC2)n1 returned pAkt inh inactive, Nrf2 ARE act 3.6%, EPAC2 ag 4%, CCT modulator 2.9, MmCpn inh -1%, A549 viability 1%, TGFb SMAD3 inh 18%, Nrf2 inh 2% and EPAC2 antagonist 0%.
Screening CS(=O)(=O)c1ccc(Cl)c(C(=O)O)c1 returned pAkt inh inactive, Nrf2 ARE act -0.5%, EPAC2 ag 12%, CCT modulator 1.7, MmCpn inh 1%, A549 viability 5%, TGFb SMAD3 inh -2%, Nrf2 inh -10% and EPAC2 antagonist -2%.
For O=C(CN1C(=O)NC2(CCCC2)C1=O)N1CCN(c2ccc(C(F)(F)F)cc2[N+](=O)[O-])CC1 the results were pAkt inh inactive, Nrf2 ARE act -0.5%, EPAC2 ag 2%, CCT modulator 0.0, A549 viability -7%, TGFb SMAD3 inh -8%, Nrf2 inh inconclusive and EPAC2 antagonist 7%.
Screening C=CCn1c(CCC(=O)O)ccc1-c1ccc(OC)cc1 returned pAkt inh inactive, Nrf2 ARE act 1.7%, EPAC2 ag 0%, CCT modulator -0.1, MmCpn inh 0%, A549 viability -2%, TGFb SMAD3 inh 0%, Nrf2 inh 0% and EPAC2 antagonist 2%.
`CC1CC(C)CN(CCCNC(=O)C2CCCN(c3nnc(N4CCCC4=O)s3)C2)C1` (configuration not stated) gave pAkt inh inactive, Nrf2 ARE act 2.8%, EPAC2 ag 10%, CCT modulator -0.6, MmCpn inh 2%, A549 viability 10%, TGFb SMAD3 inh -5%, Nrf2 inh -7% and EPAC2 antagonist 5%.
`Cc1oc(/N=C/c2cccc([N+](=O)[O-])c2)c(C#N)c1C` gave pAkt inh inactive, Nrf2 ARE act 0.7%, EPAC2 ag 2%, CCT modulator -2.9, MmCpn inh 2%, A549 viability 10%, TGFb SMAD3 inh -5%, Nrf2 inh 2% and EPAC2 antagonist 1%.
For CC(=O)NCCc1c[nH]c2ccc(OCc3ccccc3)cc12 the results were pAkt inh inactive, Nrf2 ARE act 4.1%, EPAC2 ag 12%, CCT modulator -0.8, A549 viability -2%, TGFb SMAD3 inh -11%, Nrf2 inh -14% and EPAC2 antagonist 0%.
Screening COC(=O)[C@@H](NC(=O)c1ccc2c(c1)S(=O)(=O)c1ccccc1C2=O)C(C)C returned pAkt inh inactive, Nrf2 ARE act 2.4%, EPAC2 ag 9%, CCT modulator 0.4, MmCpn inh -2%, A549 viability 1%, TGFb SMAD3 inh -6%, Nrf2 inh -6% and EPAC2 antagonist 1%.
For COc1ccc(C(=O)C[n+]2ccc3ccccc3c2C)cc1 the results were pAkt inh inactive, Nrf2 ARE act 9.2%, EPAC2 ag 8%, CCT modulator -3.6, MmCpn inh -2%, A549 viability -15%, TGFb SMAD3 inh -3%, Nrf2 inh inconclusive and EPAC2 antagonist 3%.
c1ccc(Cn2c3ccccc3c3nnc(SCCN4CCCCC4)nc32)cc1 was read as pAkt inh inactive, Nrf2 ARE act -0.5%, EPAC2 ag 4%, CCT modulator -2.9, MmCpn inh 1%, A549 viability -15%, TGFb SMAD3 inh -8%, Nrf2 inh inconclusive and EPAC2 antagonist -6%.
Screening Cc1ccc(/C(N)=N/OC(=O)c2ccc(Cl)cc2Cl)cc1 returned pAkt inh inactive, Nrf2 ARE act 22%, EPAC2 ag -9%, CCT modulator -1.9, MmCpn inh 0%, A549 viability -2%, TGFb SMAD3 inh -11%, Nrf2 inh inconclusive and EPAC2 antagonist 5%.
Screening Cc1nc(-c2ccc(NC(=O)c3ccccc3Br)cc2)cs1 returned pAkt inh inactive, Nrf2 ARE act 3.7%, EPAC2 ag 8%, CCT modulator 2.5, MmCpn inh 1%, A549 viability 0%, TGFb SMAD3 inh 12%, Nrf2 inh inconclusive and EPAC2 antagonist 8%.
For Cc1cccc(NC(=O)C(NS(=O)(=O)c2cccc3nsnc23)c2ccccc2)c1C (configuration not stated) the results were Nrf2 ARE act 0.0%, A549 viability 0%, TGFb SMAD3 inh -23% and Nrf2 inh 2%.
Screening COC(=O)c1ccc(CN2CCN(C(C)C)C(CCO)C2)cc1 (configuration not stated) returned pAkt inh inactive, Nrf2 ARE act -0.2%, EPAC2 ag -11%, CCT modulator 2.2, MmCpn inh -2%, A549 viability 7%, TGFb SMAD3 inh -1%, Nrf2 inh -11% and EPAC2 antagonist 14%[57.1 µM].
Screening O=c1c2cc(Br)ccc2[nH]c(=S)n1Cc1ccccc1 returned pAkt inh inactive, Nrf2 ARE act 1.0%, EPAC2 ag 16%, CCT modulator 0.3, MmCpn inh -3%, A549 viability -1%, TGFb SMAD3 inh inconclusive, Nrf2 inh -6% and EPAC2 antagonist -8%.
For O=C(CCN1C(=O)/C(=C/c2ccccc2Cl)SC1=S)NC1CCCC1 the results were pAkt inh inactive, Nrf2 ARE act -0.4%, EPAC2 ag 12%, CCT modulator -2.9, MmCpn inh -7%, A549 viability -14%, TGFb SMAD3 inh 15%, Nrf2 inh -16% and EPAC2 antagonist 8%.
For N#CCCn1cc(C=O)c(-c2cccs2)n1 the results were pAkt inh inactive, Nrf2 ARE act -0.4%, EPAC2 ag 5%, CCT modulator 1.9, MmCpn inh 2%, A549 viability 3%, TGFb SMAD3 inh inconclusive, Nrf2 inh 12% and EPAC2 antagonist -3%.
